Screening results (PubChem BioAssay)
Bcl-XL Bim block: disrupts Bim peptide binding to human Bcl-XL; Q07817; inhibition, % at 10 µM; AID 1007; bead flow cytometry, fluorescence; 0.04% of 190,000 active
Bim-Bcl-2: human Bim-Bcl-2 interaction inhibition | P10415 | inhibition, % at 10 µM | 0.06% of 190,000 active | Bead-based flow cytometry, Bim peptide-Bcl-2 binding; in the data active = inhibition above about 40%; inconclusive = no clear call, values can overlap the other calls;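 also: 0% = no compound wells with probe peptide and 100% = reference peptide inhibitor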
RGS7-Gao: regulators of human RGS7-Galphao interaction; 0.35% of 220,000 active; AID 1439; Multiplexed bead flow cytometry, RGS7-Galphao binding; actives lie on both sides; P09471; binding response (% of control), % at 10 µM; in the data active = binding response below about 49% or above about 150%; inconclusive = no clear call, values can overlap the other calls; inactive = in between;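 also: fluorescent Galphao held in activated GDP-AlF4 state binding bead-coupled RGS7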
Bfl-1 Bim block: human Bim-Bfl-1 interaction inhibition | inhibition, % at 10 µM | Bead-based flow cytometry, Bim-Bfl-1 binding inhibition | AID 1008 | Q16548 | 0.12% of 190,000 active;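 also: 0% = wells without compound plus tracer and 100% = blocker peptide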
Bim-Bcl-W: inhibitors of Bim-Bcl-W interaction, human; inhibition, % at 10 µM; bead-based flow cytometry, Bim peptide-Bcl-W binding; Q92843; 0.02% of 190,000 active;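 also: 0% = bound tracer without compound and 100% = peptide blocker; higher means less fluorescent Bim peptide bound to Bcl-W beads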
Target sequence (Q92843 whole entry, looked up): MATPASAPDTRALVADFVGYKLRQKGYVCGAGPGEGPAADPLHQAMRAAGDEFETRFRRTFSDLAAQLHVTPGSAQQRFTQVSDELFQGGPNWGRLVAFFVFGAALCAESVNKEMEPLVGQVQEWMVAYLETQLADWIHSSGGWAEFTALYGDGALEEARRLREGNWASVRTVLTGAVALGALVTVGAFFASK
ABCB1 block: blocks JC-1 efflux by human ABCB1 transporter; CCRF-Adr cells, flow cytometry; inhibition, % at 6.6 µM; AID 1326; 0.067% of 190,000 active; in the data active = inhibition above about 40%;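 also: 0% = vehicle and 100% = reference inhibitor; higher value means more JC-1 retained so stronger ABCB1 efflux block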
Mcl-1 Bim block: inhibitors of Bim-Mcl-1 interaction, human; Q07820; 0.1% of 190,000 active; inhibition, % at 10 µM; Bead-based flow cytometry, Bim peptide-Mcl-1 binding;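 also: 0% = no compound tracer wells and 100% = peptide blocker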
ABCG2 inh: blocks JC-1 efflux by human ABCG2 transporter; Q9UNQ0; IgMXP3 cells, flow cytometry; inhibition, % at 6.6 µM; 0.1% of 190,000 active; AID 1325;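 active = inhibition above 80%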;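 also: 0% = DMSO and 100% = nicardipine control wells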
Target sequence (Q9UNQ0 whole entry, looked up): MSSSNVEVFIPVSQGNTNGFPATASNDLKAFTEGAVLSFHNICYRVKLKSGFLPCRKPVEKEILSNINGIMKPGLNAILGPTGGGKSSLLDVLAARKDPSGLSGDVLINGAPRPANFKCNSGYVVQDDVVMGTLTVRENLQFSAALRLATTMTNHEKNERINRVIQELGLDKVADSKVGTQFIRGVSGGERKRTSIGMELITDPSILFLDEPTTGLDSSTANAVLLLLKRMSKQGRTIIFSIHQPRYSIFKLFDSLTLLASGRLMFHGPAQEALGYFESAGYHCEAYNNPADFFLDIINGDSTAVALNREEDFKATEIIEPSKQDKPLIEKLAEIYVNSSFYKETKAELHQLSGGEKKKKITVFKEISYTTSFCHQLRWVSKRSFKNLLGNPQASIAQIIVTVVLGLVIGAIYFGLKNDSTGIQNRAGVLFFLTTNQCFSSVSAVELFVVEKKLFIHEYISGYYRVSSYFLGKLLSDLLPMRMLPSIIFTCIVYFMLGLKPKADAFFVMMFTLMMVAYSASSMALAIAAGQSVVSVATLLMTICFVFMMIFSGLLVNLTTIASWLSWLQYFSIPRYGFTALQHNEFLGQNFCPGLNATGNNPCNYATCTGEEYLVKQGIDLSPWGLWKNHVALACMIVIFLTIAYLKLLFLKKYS
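Measure – % inhibition of efflux relative to nicardipine and DMSO · Test system – ABCG2 IgMXP3 and barcoded ABCB1 CCRF-Adr cell mix · Control set – nicardipine as high control, DMSO as low control · Compound – one concentration, 6.6 µM final · Signal – flow cytometry of retained JC-1 fluorescence · Timing – 10 min exposure at 25 °C with rotation, no wash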
Bcl-B Bim block: human Bim-Bcl-B interaction inhibition. 0.073% of 190,000 active. bead-based flow cytometry, Bim peptide-Bcl-B binding. Q9HD36. inhibition, % at 10 µM;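 also: 0% = tracer peptide without compound and 100% = reference inhibitor peptide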
Target sequence (Q9HD36 whole entry, looked up): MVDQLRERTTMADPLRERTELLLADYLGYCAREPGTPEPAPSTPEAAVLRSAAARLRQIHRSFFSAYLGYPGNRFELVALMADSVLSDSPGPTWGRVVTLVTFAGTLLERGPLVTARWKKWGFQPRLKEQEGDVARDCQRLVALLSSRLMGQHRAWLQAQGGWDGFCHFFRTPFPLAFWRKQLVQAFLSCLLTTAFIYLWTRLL
RGS8-Gao reg: regulators of human RGS8-Galphao interaction; P09471; multiplexed bead flow cytometry, RGS8-Galphao binding; actives lie on both sides; response (percent of control binding), % at 10 µM; 0.34% of 220,000 active; in the data active = response below about 60% or above about 140%; inactive = in between;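 also: Galphao activated as the GDP aluminium fluoride complex binding bead-coupled RGS8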
RGS4-Gao reg: modulates binding of RGS4 to human Galphao. Multiplexed bead flow cytometry; actives lie on both sides. binding response (% of control), % at 10 µM. 0.33% of 220,000 active. P09471; in the data active = binding response below about 49% or above about 150%; inactive = in between;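 also: fluorescent Galphao activated with aluminum fluoride binding bead-coupled RGS4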
* = called active by the depositor; ? = inconclusive; [ ] = remark or other dose. Rule as the data show it, unless noted: active = inhibition above about 40%.

SMILES	Bcl-XL Bim block	Bim-Bcl-2	RGS7-Gao	Bfl-1 Bim block	Bim-Bcl-W	ABCB1 block	Mcl-1 Bim block	ABCG2 inh	Bcl-B Bim block	RGS8-Gao reg	RGS4-Gao reg
C[n+]1cc[nH]c1SCC(=O)c1ccc(Cl)cc1	1	-3	?	-4	1	-0.2	0	-2	-1	101	103
COc1ccc2cc3cc(C(=O)Nc4ccc5c(c4)OCCO5)oc3nc2c1	-8	-9	101	-18	-4	-2.4	-4	-2	-9	102	99
Cc1cccnc1NC(=O)Nc1ccc(F)cc1	-5	0	100	-1	3	0.9	-3	15	-1	100	102
Cc1ccc(-n2cnnn2)c(S(=O)(=O)N2CCOCC2)c1	-3	-7	98	-13	-1	0.7	0	12	-10	97	96
OC1CCN(Cc2cccc(Oc3ccccc3)c2)CC1	-2	-4	100	-3	-6	0.3	-3	1	-4	100	96
CNc1ccc(OC(F)F)cc1C(=O)c1ccccc1	5	-7	91	0	4	-0.3	0	-1	-5	84	89
Cc1ccc(-c2csc3nc[nH]c(=S)c23)cc1	-11	1	99	0	-4	-0.6	-8	-1	-12	97	98
CC(=O)N1CCN(c2ccc(NC(=O)c3ccc(Br)o3)cc2Cl)CC1	-6	0	103	2	-5	0.3	-1	2	0	98	98
COc1ccc(C(=O)NCC(=O)OCC(=O)N2CCc3ccccc32)cc1	0	-7	105	-5	-1	0.7	5	1	-2	104	103
Cc1ccc(C(=O)NCC(=O)O)cc1S(=O)(=O)N1CCCCC1	-9	-10	108	-16	-2	-0.2	-1	0	-8	107	107
CC(C)CCn1cnc2c(sc3nc4c(cc32)CSC(C)(C)C4)c1=O	2	-3	104	2	4	0.2	2	-2	-2	101	100
COCCCNC(=O)CC(NS(=O)(=O)c1ccc(Cl)cc1)c1ccc(OC)cc1 (stereo not drawn)	-8	-7	99	-12	-2	0.5	-1	1	-6	97	93
O=C(NCC1CCCO1)c1ccc2nc(N3CCCCC3)sc2c1 (stereo not drawn)	-1	-7	98	-10	2	0.7	0	7	-4	101	100
O=C(Nn1c(SCc2cccc([N+](=O)[O-])c2)nc2ccccc2c1=O)c1ccccc1	-6	-1	107	-1	-3	0.1	-3	-2	-5	107	106
COc1ccc(CNC(=O)C2CCN(S(=O)(=O)c3cc(OC)ccc3OC)CC2)cc1	-9	-7	102	-13	-1	0.8	-3	19	-9	100	103
O=C(CC(=O)c1ccccc1)Nc1ccc2c(c1)OCCO2	-1	-10	106	-11	2	0.2	0	2	-6	102	99
COc1ccc(CCNC(=O)C(=O)Nc2ccc3c(c2)OCO3)cc1OC	-4	-3	99	-3	-3	0.3	-1	2	-2	104	102
CCOc1ccc(CCNC(=O)C2CCCN(c3nnc(-n4cccc4)s3)C2)cc1OCC (stereo not drawn)	-2	3	98	0	1	4.0	1	7	0	100	96
COc1ccc(-n2nnnc2SCC(=O)Nc2ccc3c(c2)OCCO3)cc1OC	-2	-1	99	-1	-3	0.4	-3	2	-2	104	100
Cc1cccc(N(C(=O)Cn2nnc3ccccc32)C(C(=O)NC(C)(C)C)c2ccsc2)c1 (stereo not drawn)	-10	-7	99	-10	0	1.7	0	4	-8	101	99
CCCCNC(=O)COC(=O)c1ccc(Cl)c(S(=O)(=O)N2CCCC2)c1	-23	-9	97	-11	0	0.3	-1	4	-8	101	101
CCN(Cc1ccccc1)S(=O)(=O)c1ccc(S(=O)(=O)N(Cc2ccccn2)Cc2ccco2)cc1	0	-1	95	-12	5	0.2	0	0	-4	99	100
Cc1ccc(/C=N/Nc2ccc3ccccc3n2)o1	2	7	104	8	1	0.6	0	9	8	102	101
CN(C)c1ccc(-c2nn3c(-c4ccc(Cl)cc4)nnc3s2)cc1	-5	6	104	13	-9	0.7	-4	19	0	100	101
Cc1cccc(Nc2nc(-c3cccs3)cs2)n1	-5	1	96	-4	-3	0.5	-5	1	-9	98	96
Nc1nc(Cl)nc2c1ncn2[C@@H]1O[C@H](CO)[C@@H](O)[C@H]1O	-3	0	99	-1	-4	0.5	-1	0	-6	100	97
CCOc1ccc(NS(=O)(=O)c2ccc3ncsc3c2)cc1	0	-2	152*[activator]	-6	-4	0.7	-1	1	-2	134	146
CNC(=S)NNC(=O)Cc1ccc(O)cc1	-6	-3	94	-9	-3	0.0	-2	2	-6	87	97
Nc1c(Cl)ncnc1N/N=C/c1ccccn1	0	0	94	-1	-3	1.2	-4	0	2	90	101
CC(=O)N(CN1C(=O)CCC1=O)c1cccc(Cl)c1	-11	-10	102	-20	-11	-0.4	-7	1	-13	98	100
CCCCN(CC)C(=O)CSc1nc2c(sc(=S)n2-c2ccc(OCC)cc2)c(=O)[nH]1	-5	-4	100	-3	-6	-0.3	-5	-1	-1	100	100
O=C(Nc1ccn(Cc2c(F)c(F)c(F)c(F)c2F)n1)c1ccc(COc2ccccc2Cl)cc1	-6	-6	96	-8	2	-0.2	-2	-1	-4	100	99
COc1ccc(C2C(C(=O)Nc3cccc(OC)c3)c3ccccc3C(=O)N2C)cc1 (stereo not drawn)	-5	-5	?	-5	-5	1.9	-3	7	-8	103	105
Cc1ccc(SCCC(=O)NC(C)C)cc1	-14	-14	101	-17	-15	-0.4	-13	-2	-19	105	105
Cc1ccc2c(c1)NC(C(C)(C)C)CO2 (stereo not drawn)	-9	-8	102	-14	-2	0.2	2	1	-8	105	99
Cc1ccc(Cl)c(NC(=O)CCl)c1Cl	2	-1	?	-3	0	0.4	2	1	2	101	101
Cc1c(-n2c(SCC(N)=O)nc3ccccc3c2=O)c(=O)n(-c2ccccc2)n1C	-4	-6	?	-5	-3	1.5	-4	5	-7	101	98
Cc1ccc(NC(=O)Cn2nnc3ccccc32)cc1	1	-1	94	-7	-2	0.7	-1	3	-2	98	97
CCCn1c(=N)n(CC(=O)c2ccco2)c2ccccc21	-5	-4	100	-1	0	0.0	0	0	-1	101	99
C/C(=N\NC(=O)c1ccccc1F)c1ccc2c(c1)Nc1ccccc1S2	-5	-7	93	-9	-4	0.1	0	0	-8	97	96
Cc1cc(C(=O)Nc2ccc3c(c2)OCCO3)c2ccccc2n1	0	-4	93	-4	0	1.1	-1	31	-2	102	100
CSc1ccccc1-n1nnnc1SCC(=O)NCc1cccs1	0	0	97	-10	-4	0.3	-3	1	-1	90	98
COc1ccc(/C=N/NC(=O)c2ccc(COc3ccccc3Cl)o2)c(OC)c1C	-2	0	99	0	-3	0.3	-2	0	-2	102	100
C(=N\n1cncn1)/c1ccc(N2CCOCC2)cc1	-5	-13	89	-19	-2	0.6	-6	9	-6	93	92
CC1CCN(CCNC(=O)CN(C)S(=O)(=O)c2cccc3nsnc23)CC1	-4	-11	99	-8	0	0.0	-3	-5	-7	100	101
CCOc1ccc(C2CC(c3ccccc3C)n3ncnc3N2)cc1 (stereo not drawn)	0	-5	94	-8	6	0.3	2	1	-3	101	98
COC(=O)c1ccc(CSc2nnc(NC(=O)c3cc4c(s3)CCCC4)s2)cc1	-1	0	102	1	-3	-1.0	-1	-2	-1	103	103
O=[N+]([O-])c1cc(C(F)(F)F)ccc1N/N=C/c1cc2ccccc2nc1Cl	2	0	100	-2	3	0.4	-3	1	2	103	103
Cn1cnnc1SCc1ccc(C(=O)N/N=C(\CCC(=O)O)c2ccc(C(C)(C)C)cc2)cc1	-1	0	96	0	-4	1.7	-1	10	0	99	100
CC1CC(C)CN(CCOCCSc2ccccc2)C1 (stereo not drawn)	-9	-4	104	-16	-6	0.0	-5	5	-12	103	103
CC(C)C1=C2CCCCC2NC(=O)N1 (stereo not drawn)	-5	1	102	1	6	0.0	2	0	-4	98	102
CCc1ccc(C(=O)N/N=C/c2cccc3ccccc23)nc1	3	2	112	4	2	-0.6	-1	-3	2	104	107
Cc1nn(C(=O)c2cccs2)c(C)c1CN1C(=O)c2ccccc2C1=O	0	-10	96	-12	-1	0.5	-3	2	-11	102	104
O=C(N/N=C/c1ccc(Br)o1)c1cccnc1	-6	0	101	-1	-6	0.4	-3	23	-5	102	103
CC(=O)Nc1ccc(N2C(=O)C3C4CC(=O)C(c5ccccc54)C3C2=O)cc1 (stereo not drawn)	5	0	106	1	0	0.0	-2	0	0	106	101
Cc1ccccc1-c1nc2cc(Cl)ccc2o1	-4	-2	102	0	-3	0.7	1	3	0	99	102
Cc1ccc(C2=NN(C(=O)CCCC(=O)O)C(c3ccco3)C2)cc1 (stereo not drawn)	0	-1	99	-8	0	-0.1	0	0	-2	102	99
OC(CN1CCc2ccccc2C1)c1ccccc1 (stereo not drawn)	-1	0	100	-3	0	0.3	0	0	0	103	103
O=C(O)CCCNC(=O)/C=C/c1ccco1	-3	1	92	-4	-1	-0.2	0	0	-6	92	100
CC(C)(C)c1ccc(C(=O)Nc2cnccn2)cc1	0	-2	103	-9	0	0.4	0	1	-10	106	103
The list goes on:
SMILES	Bcl-XL Bim block	Bim-Bcl-2	RGS7-Gao	Bfl-1 Bim block	Bim-Bcl-W	ABCB1 block	Mcl-1 Bim block	ABCG2 inh	Bcl-B Bim block	RGS8-Gao reg	RGS4-Gao reg
CC(C)N1CCN(Cc2nc(-c3ccccc3)cs2)CC1CCO (stereo not drawn)	-5	-5	97	-6	-2	1.3	-1	4	-4	98	95
O=C(C1CCN(CC2CC=CCC2)CC1)N(CCc1ccccc1)Cc1ccccc1 (stereo not drawn)	-2	3	100	0	0	0.7	-1	0	0	97	96
CCN(CC)S(=O)(=O)c1cccc(N=NC2=C(O)CCCC2=O)c1	-3	-7	95	-9	1	1.0	-1	13	-3	97	98
O=C(CSc1nc(C2CC2)nc2sc3c(c12)CCCC3)NCc1ccco1	5	-2	99	-8	0	-0.1	0	-1	-4	100	99
Cc1ccc(Cn2nc(C)c(NC(=O)c3noc4c3CCCCC4)c2C)cc1	-8	-7	102	-14	-2	1.5	1	1	-9	101	102
O=C(CNS(=O)(=O)c1ccccc1)NNC(=O)C(Cl)Cl	0	-1	101	-2	2	0.3	-1	1	-2	100	100
CC(C)(C)n1nc2c(c1NC(=O)c1ccccc1F)CS(=O)C2 (stereo not drawn)	-6	-6	103	-2	-7	-0.1	-3	-1	-4	98	100
CCN1CCN(C(=O)c2c(-c3c(F)cccc3Cl)noc2C)CC1	-1	-5	109	-15	1	0.2	2	0	-5	109	109
COCCNS(=O)(=O)c1ccc(-c2ccc(Cl)cc2)cc1	-2	-6	102	-7	-2	0.2	2	7	-6	100	103
COC(=O)CCCC(=O)NC(C)c1cnn(-c2ccccc2C)c1C (stereo not drawn)	-4	-5	103	-8	-1	0.9	-2	4	-9	101	101

Sorted by molecular weight (ascending): some entries from above
SMILES	Bcl-XL Bim block	Bim-Bcl-2	RGS7-Gao	Bfl-1 Bim block	Bim-Bcl-W	ABCB1 block	Mcl-1 Bim block	ABCG2 inh	Bcl-B Bim block	RGS8-Gao reg	RGS4-Gao reg
CC(C)(C)n1nc2c(c1NC(=O)c1ccccc1F)CS(=O)C2 (stereo not drawn)	-6	-6	103	-2	-7	-0.1	-3	-1	-4	98	100
COC(=O)CCCC(=O)NC(C)c1cnn(-c2ccccc2C)c1C (stereo not drawn)	-4	-5	103	-8	-1	0.9	-2	4	-9	101	101
Cc1ccc(Cn2nc(C)c(NC(=O)c3noc4c3CCCCC4)c2C)cc1	-8	-7	102	-14	-2	1.5	1	1	-9	101	102
